Screens (PubChem BioAssay)
OXTR potentiator: potentiators of human oxytocin receptor. 0.061% of 320,000 active. CHO-OTR cells, Fluo-8 calcium fluorescence, potentiator mode; 0% = oxytocin EC15, 100% = EC100. activation, % at 3 µM;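 active = activation above that plate's cutoff, the mean activation of tested compounds plus 3 SD, cut at about 6.6% in these data, passing the limit was not always enough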;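 note: 100% uses oxytocin at 75 nM as the full agonist control; some results filed as inactive read as strong as hits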
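test system = CHO-OTR cells, human receptor | compound = single-point 3.0 µM | schedule = 6 min compound pre-incubation at room temperature, 100 s kinetic read | signal = Fluo-8 no-wash calcium dye fluorescence, excitation 470-495 nm, emission 515-575 nm | repeats = single well per compound, singlicate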
V1aR counter: V1a receptor agonism, counter-screen for OXTR agonists; CHO-V1R cells, Fluo-8 calcium fluorescence, agonist mode; 0% DMSO, 100% 3 nM vasopressin; AID 2797; activation, % at 3 µM; 0.25% of 320,000 active;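 active = activation above the mean activation of all tested compounds plus 3 SD, per screening run, cut at about 20% in these data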;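 note: signal is peak over basal fluorescence ratio across a 100 second FLIPR read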
TAAR1 ag: human TAAR1 agonism | Q96RJ0 | CHO RD-HGA16 TAAR1, Fluo-8 calcium fluorescence; vehicle wells 0%, saturating PEA agonist 100% | activation, % at 3 µM | 0.99% of 360,000 active | AID 624467;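 active = activation above the mean activation of all test compounds in the run plus 3 SD, cut at about 38% in these data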
Target sequence (Q96RJ0 whole entry, looked up): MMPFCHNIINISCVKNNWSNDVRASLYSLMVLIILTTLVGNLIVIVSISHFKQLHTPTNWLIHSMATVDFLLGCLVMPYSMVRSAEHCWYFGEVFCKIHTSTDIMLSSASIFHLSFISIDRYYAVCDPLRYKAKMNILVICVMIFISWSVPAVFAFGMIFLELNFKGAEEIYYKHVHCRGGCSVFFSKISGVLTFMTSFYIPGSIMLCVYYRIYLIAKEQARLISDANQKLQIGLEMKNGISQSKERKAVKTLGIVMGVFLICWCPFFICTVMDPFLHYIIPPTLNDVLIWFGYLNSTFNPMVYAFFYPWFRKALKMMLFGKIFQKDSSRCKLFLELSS
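System: CHO-derived RD-HGA16 cells with stable Gα16 and human TAAR1 / Times: 17-24 h plating, Fluo-8 75 min 37 °C, 30 min RT / Technique: calcium-sensitive Fluo-8 signal, excitation 470-495, emission 515-575 nm / Measure: % activation relative to PEA EC100 response / Benchmarks: DMSO and PEA EC100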
CHRM1 PAM: human CHRM1 positive allosteric modulation; activation, % at 3 µM; CHO-K1 hM1, Fluo-8 calcium fluorescence, ACh EC20; 0% = ACh EC20, 100% = maximal ACh; 0.088% of 360,000 active; in the data active = activation above about 19%, passing the limit was not always enough
Target sequence (P11229 whole entry, looked up): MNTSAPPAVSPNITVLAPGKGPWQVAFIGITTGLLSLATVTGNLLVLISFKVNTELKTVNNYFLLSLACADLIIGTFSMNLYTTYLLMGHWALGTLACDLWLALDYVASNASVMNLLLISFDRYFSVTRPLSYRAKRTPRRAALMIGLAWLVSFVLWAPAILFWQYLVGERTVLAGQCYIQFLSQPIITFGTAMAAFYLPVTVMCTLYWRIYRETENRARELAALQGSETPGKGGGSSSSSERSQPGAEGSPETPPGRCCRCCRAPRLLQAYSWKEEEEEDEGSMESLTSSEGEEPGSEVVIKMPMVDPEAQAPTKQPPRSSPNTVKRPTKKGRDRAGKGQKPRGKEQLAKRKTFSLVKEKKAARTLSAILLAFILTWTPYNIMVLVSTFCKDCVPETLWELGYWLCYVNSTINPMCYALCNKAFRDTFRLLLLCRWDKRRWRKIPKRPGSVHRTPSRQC
CHRM1 antagonist: human CHRM1 antagonism; CHO-K1 hM1, Fluo-8 calcium fluorescence, ACh EC80 antagonist; inhibition, % at 3 µM; 1.3% of 360,000 active;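 active = percent inhibition above its own plate's cutoff, namely the mean of that plate's compound wells plus 3 SD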;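 note: peak over basal fluorescence ratio during 140 s after agonist addition; 0% = ACh EC80 plus DMSO and 100% = DMSO alone without agonist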
CHO parental Ca: counter-screen for OX1R antagonists: effect in parental CHO cells. AID 463079. parental CHO-K1, ATP-induced calcium, Fluo-8 fluorescence. inhibition, % at 5.6 µM. 0.63% of 330,000 active;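 active = inhibition above that plate's mean sample inhibition plus 3 SD, cut at about 26% in these data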;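 note: 0% = ATP-challenged DMSO wells and 100% = DMSO wells without ATP; some compounds past the cut are filed as inactive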
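Test system: untransfected parental CHO cell line; also added: ATP stimulus; dosing: 5.6 µM, single dose; signal: calcium-sensitive Fluo-8 fluorescence; measure: percent inhibition of ATP-evoked calcium rise, normalized to controls; benchmarks: low control ATP plus DMSO, high control DMSO only; replication: one well per compound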
CHRM1 agonist: activates human CHRM1 receptor. CHO-K1 hM1, Fluo-8 calcium fluorescence, agonist mode; 0% DMSO, 100% acetylcholine EC100. 0.33% of 360,000 active. activation, % at 3 µM. P11229. AID 588814;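 active = activation above the run's mean compound activation plus 3 SD, cut at about 16% in these data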;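 note: peak over basal fluorescence ratio within a 140 s kinetic read after compound addition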
OXTR agonist: human OXTR agonism; P30559; 0.32% of 320,000 active; activation, % at 3 µM; CHO-OTR cells, Fluo-8 calcium fluorescence; normalized: DMSO 0%, oxytocin 100%;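 active = activation above the mean of all tested compounds plus 3 SD, cutoff set per screening run, cut at about 20% in these data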;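 note: peak over basal fluorescence ratio from a 100 s FLIPR kinetic read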
TAAR1 antagonist: human TAAR1 antagonism | Q96RJ0 | CHO RD-HGA16 TAAR1, Fluo-8 calcium fluorescence, antagonist | inhibition, % at 3 µM | 1.5% of 360,000 active | AID 624466;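 active = inhibition above a per-plate cutoff, the mean inhibition of test compounds on that plate plus 3 SD, cut at about 49% in these data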;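 note: 0% = DMSO plus EC80 beta-PEA response and 100% = DMSO alone without agonist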
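Test system: CHO RD-HGA16 cells bearing hTAAR1 | Reagent: β-PEA, EC80 | Compound dosing: 3 µM, single point | Schedule: Dye loading 75 min at 37 °C, then 30 min room temperature | Signal: Calcium fluorescence with Fluo-8 | Evaluation: Percent inhibition of PEA-evoked calcium signal, max/basal emission ratio | Control set: DMSO-only wells and EC80 β-PEA-stimulated wells | Repeats: Singlicate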
Starred values were filed as active, the others as inactive; / = not tested or not shown.

molecule,OXTR potentiator,V1aR counter,TAAR1 ag,CHRM1 PAM,CHRM1 antagonist,CHO parental Ca,CHRM1 agonist,OXTR agonist,TAAR1 antagonist
Cc1ccc(OCc2nnc(SCC(=O)Nc3ccc(N4CCOCC4)cc3)o2)cc1,-5.7,1.2,-1.6,1.5,-0.6,-3.3,-1.2,1.2,1.2
O=C(c1cc(-c2cccs2)nn1-c1ccccc1)N1CCN(S(=O)(=O)c2ccccc2)CC1,-9.3,-0.6,8.6,-11.5,27.8*,-9.9,-5.7,-1.8,67.7*
CCOc1ccc(-c2nnn(CC(=O)N3CCCC3)n2)cc1OCC,-6.2,-0.5,1.9,-5.1,6.0,3.8,-2.3,0.0,-1.9
CC(=O)N1CCCc2cc(S(=O)(=O)NCc3ccc(C)cc3)ccc21,-14.3,4.2,1.6,-1.8,-1.0,-6.0,-0.4,4.6,23.0
CCN(CC)C(=O)N1CCN(S(=O)(=O)c2c(C)cc(C)cc2C)CC1,0.5,2.8,5.9,6.3,-1.4,-28.4,0.4,1.5,9.1
O=C(COC(=O)c1ccc(S(=O)(=O)N2CCCC2)cc1)NCCc1ccc(F)cc1,-5.7,3.8,0.6,-0.7,-0.2,-1.6,-4.8,2.5,17.6
Cc1ccsc1C(=O)N1CCC1(C)C(=O)NS(=O)(=O)c1cccc(F)c1 (stereo not given),/,/,1.9,4.5,-8.9,/,-1.7,/,-6.1
O=C(N/N=C/c1ccc(Cl)cc1)c1sccc1OCc1ccc(F)cc1,-8.0,1.3,12.1,7.0,-10.4,-23.7,0.1,-0.6,28.4
O=C(CCN1C(=O)/C(=C/c2cccs2)SC1=S)Nc1ccc(C(=O)O)c(O)c1,-3.2,-0.6,2.4,13.7,-9.7,-5.8,-4.6,0.8,-6.7
COC(C/C=C\[C@H](O)[C@H](C)OCc1ccccc1)OC,-2.2,-0.6,8.4,5.9,-2.5,-8.4,-1.3,-0.3,8.8
O=C(NCCCN1CCOCC1)c1ccc(Sc2ccccc2Cl)c([N+](=O)[O-])c1,-10.1,6.8,9.9,-25.6,31.4*,-25.1,-11.4,4.1,-0.6
CC(CNS(=O)(=O)c1ccc2c(c1)NC(=O)CCS2)c1ccccc1 (stereo not given),-6.8,7.6,3.5,2.1,-5.0,-10.1,0.0,5.5,-7.8
CN(C)S(=O)(=O)c1ccc(C(=O)OCCc2ccccc2)cc1,-6.3,4.5,0.2,0.0,-6.7,3.2,-3.6,2.1,-7.1
CCn1c(C)c(C(C)=O)c(N2CCN(c3ccccc3)CC2)nc1=S,-3.6,0.5,5.2,-15.0,9.8,-14.0,-4.0,0.5,-8.5
CCOC(=O)CSc1nc2ccccc2c(=O)n1CC,3.3,-0.7,7.5,8.3,-9.5,-16.8,-4.1,-1.4,3.8
COc1nc2ccccc2nc1N1CCN(c2ccc(F)cc2)CC1,/,/,5.0,4.0,3.7,/,-2.7,/,-10.9
Cn1cc([N+](=O)[O-])c(C(=O)N/N=C\c2c[nH]c3ccccc23)n1,-5.2,0.4,2.4,1.8,1.0,-3.9,-7.0,-0.2,10.6
O=C(NCCN1CCCCC1)c1cc(Cl)ccc1Cl,-7.7,0.6,0.4,-0.1,0.2,-12.4,-3.6,0.7,-20.1
CCOCCCNC(=O)C(NC(=O)Cc1cccs1)c1ccc(C)cc1 (stereo not given),3.5,0.3,1.6,11.5,-14.9,-3.7,-2.8,1.7,-11.5
COCCN(CC(=O)Nc1cccc(C)c1C)C(=O)/C=C/c1ccc2c(c1)OCCO2,/,/,0.0,5.2,-6.8,/,-1.9,/,-1.6
CC(CNC(=O)CCn1ccc2cc(S(=O)(=O)N3CCCC3)ccc21)c1ccccc1 (stereo not given),-4.4,-0.9,7.5,2.3,-12.0,-21.3,-4.5,-1.6,-20.3
COc1ccc(NC(=O)c2ccc(NC(=O)CSc3nc(N)cc(=O)[nH]3)cc2)cc1,-5.6,0.0,6.6,9.8,-11.6,-0.4,-4.3,0.4,15.0
CCOC(=O)N(C)C[C@H]1OCc2cnnn2CCCC(=O)N([C@@H](C)CO)C[C@H]1C,/,/,2.9,-4.1,0.2,/,-1.7,/,-12.1
NS(=O)(=O)c1ccc(NC(=O)COC(=O)COc2ccc(Cl)cc2)cc1,-4.1,0.3,13.0,7.1,3.9,-0.2,-2.9,0.7,7.8
Cc1cc(=O)c(C(=O)O)c(C)n1-c1ccccc1,/,/,1.0,22.3,-1.9,/,8.7,/,-4.4
Cc1cccc(CC(=O)NC2CCN(C)CC2)c1,-8.4,1.0,1.5,11.4,-19.1,-1.6,-7.0,2.1,-6.8
COC(=O)c1cn(CC(=O)Nc2ccc(OC)cc2)c2ccccc12,-6.7,1.2,0.3,9.6,-16.5,6.2,-3.3,0.9,-6.0
O=C(Nc1nncs1)c1ccc(S(=O)(=O)c2ccccc2)cc1,-11.0,2.0,20.5,7.0,-7.7,-3.4,0.0,0.3,-3.7
CC(C)COC(=O)n1c(=O)oc2ccc(S(=O)(=O)N3CCCCC3)cc21,-6.8,7.3,1.8,-3.4,-4.3,13.0,2.7,6.5,-39.3
CCOC(=O)c1ccc(S(=O)(=O)NNS(=O)(=O)c2ccc(C)cc2)cc1,-6.4,0.7,-2.1,-1.6,5.2,1.5,-3.3,0.7,-1.1
Cc1ccc(S(=O)(=O)N2CC(O)C2)cc1,3.2,1.2,12.4,-2.4,3.2,-2.8,-6.5,-0.2,-1.1
CCN(CC)CCNCC(=O)Nc1ccc(Oc2ccccc2)cc1,-2.5,1.9,4.8,-5.5,0.9,-9.8,-6.0,0.5,-9.8
O=C(NCc1ccccn1)c1cccc(NS(=O)(=O)c2ccc(Br)cc2)c1,-10.4,5.6,9.0,4.1,-3.7,-13.4,1.5,5.5,3.0
CCOC(=O)c1cc(-c2ccccc2)n(Cc2cc(CC)no2)n1,-8.7,-1.5,12.7,-1.4,9.4,-4.9,-5.6,-0.9,-28.5
CCc1ccccc1NC(=O)COc1cccc2ccc(C)nc12,-5.1,2.6,8.8,-4.0,4.9,-19.9,-5.2,-0.8,11.8
Cc1cccc(-n2c(O)c(C=Nc3ccc4c(c3)OCO4)c3ccccc3c2=O)n1,-1.9,0.1,5.1,3.5,2.7,-11.8,-1.6,-1.5,2.8
COc1ccc(COC(=O)c2n[nH]c3ccccc23)cc1F,-14.6,4.7,7.4,9.3,6.3,-8.5,0.8,0.9,-5.7
CCCn1c(N)c(C(=O)NS(=O)(=O)c2ccc(C)cc2)c(=O)n(C)c1=O,-11.5,9.3,21.4,5.8,-3.3,-7.7,-0.2,7.7,0.9
C/C(=N\NS(=O)(=O)c1c(C)cc(C)cc1C)c1ccncc1,-6.6,0.2,4.8,-2.6,2.7,-6.5,-2.2,-0.3,-7.2
COC(=O)C1=C(C)NC(=O)CC1c1ccccc1OC (stereo not given),0.7,-0.4,3.8,0.9,-0.2,-15.9,-4.8,0.7,-8.8

Compound profiles, as listed above:
CCOC(=O)c1cc(-c2ccccc2)n(Cc2cc(CC)no2)n1 is entered as OXTR potentiator: -8.7; V1aR counter: -1.5; TAAR1 ag: 12.7; CHRM1 PAM: -1.4; CHRM1 antagonist: 9.4; CHO parental Ca: -4.9; CHRM1 agonist: -5.6; OXTR agonist: -0.9; TAAR1 antagonist: -28.5
COc1ccc(COC(=O)c2n[nH]c3ccccc23)cc1F is entered as OXTR potentiator: -14.6; V1aR counter: 4.7; TAAR1 ag: 7.4; CHRM1 PAM: 9.3; CHRM1 antagonist: 6.3; CHO parental Ca: -8.5; CHRM1 agonist: 0.8; OXTR agonist: 0.9; TAAR1 antagonist: -5.7

Next section.
molecule,OXTR potentiator,V1aR counter,TAAR1 ag,CHRM1 PAM,CHRM1 antagonist,CHO parental Ca,CHRM1 agonist,OXTR agonist,TAAR1 antagonist
CCC(C)Sc1nc2c(c(=O)[nH]c(=O)n2C)n1Cc1ccc(Cl)cc1 (stereo not given),-7.3,-0.9,15.1,7.3,-10.2,-29.4,-2.9,-2.9,-4.2
CC(C)[C@H](NC(=O)c1cccc(S(=O)(=O)N2CCOCC2)c1)C(=O)Nc1nccs1,-6.8,-1.1,1.5,6.6,-1.0,-9.4,-7.8,-0.2,3.0
CCCCNC(=O)CCCCCn1c(=O)[nH]c2cc(OC)c(OC)cc2c1=O,-0.6,-0.6,11.5,1.6,-2.8,-8.1,-6.1,-1.1,1.9
COc1cccc(C(N)c2nc(-c3cc(F)cc(F)c3)cs2)c1 (stereo not given),/,/,-0.2,-4.1,2.2,/,-5.9,/,3.1
COc1ccccc1C(=O)Nc1nnc(-c2ccc(Cl)cc2)o1,-3.9,0.2,-0.7,2.9,-5.1,-9.7,-3.2,-0.8,7.2
CN(CC(=O)Nc1nc2ccccc2s1)S(=O)(=O)c1ccccc1,-14.8,8.7,12.3,-0.6,-11.3,-24.6,2.7,7.3,3.2
CCC(=O)Oc1ccc2c(=O)c(-c3ccc4ccccc4n3)c(CC)oc2c1C,1.1,-0.5,-0.5,9.5,-2.0,-2.7,-8.0,-1.7,-7.2
CCn1c(SCC(=O)N2CCN(c3ccccc3)CC2)nc2c(c1=O)SC(C)C2 (stereo not given),-6.5,-0.8,-1.9,6.4,-12.8,-3.4,-8.3,-1.7,-38.4
COc1ccc(NC(=O)C2CCCCN2N)cc1OC (stereo not given),-8.3,0.4,5.8,5.2,1.2,-15.6,2.0,-0.6,-2.9

An unsorted share of the library; 3.7% or so of the library scored in one or more.
